TLR9-MyD88 block: TLR9-MyD88 interaction inhibition; inhibition, % at 4.98 µM; 0.21% of 340,000 active; CHO BLA complementation TLR9-MyD88, CCF4 FRET ratio; AID 504734;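 active means inhibition above the mean over all tested compounds plus 3 SD, cut at about 21% in these data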;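 further: 0% = DMSO only wells and 100% = clavulanate BLA inhibitor control wells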
TROY signal inh: TROY signaling inhibition; inhibition, % at 10 µM; 0.98% of 360,000 active; Q293 LMP1-TROYcd NF-kB luciferase reporter, 4 h;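 active means compounds whose plate-normalised and pattern-corrected inhibition of the luciferase reporter signal at the single screening dose is 50% or more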
NCOA3 inh: inhibitors of human steroid receptor coactivator 3 (SRC3) | Q9Y6Q9 | 0.17% of 360,000 active | inhibition, % at 3.6 µM | HEK293 GAL4-SRC3 luciferase reporter, luminescence;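 active means inhibition above a per-campaign cutoff, the mean of all compounds plus 3 SD, cut at about 60% in these data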;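 further: 0% = DMSO-treated cells and 100% = gossypol-treated cells at 36 µM; higher means less SRC3-driven luciferase light from the GAL4 reporter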
NCOA2 inhibitor: inhibits human steroid receptor coactivator 2 | HEK293 GAL4-SRC2 luciferase reporter, luminescence | 0.17% of 370,000 active | inhibition, % at 9 µM | Q15596 | AID 651957;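 active means inhibition above the mean inhibition of all tested compounds plus 3 SD, set per campaign, cut at about 52% in these data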;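 further: 0% = DMSO treated cells and 100% = cells given Gossypol at 36 µM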
NOD2-RIPK2 inh: inhibitors of human NOD2-RIPK2 interaction; O43353; CHO BLA complementation NOD2-RIPK2, CCF4 ratio; inhibition, % at 4.98 µM; 0.38% of 360,000 active; AID 624267; in the data active means inhibition above about 21%;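 further: 0% = vehicle only and 100% = reference blocker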
LMP1 NFkB inh: reduces LMP1-driven NF-kappaB luciferase signal; LMP1-induced NF-kappaB luciferase reporter cells, luminescence; inhibition, % at 12.5 µM; 0.69% of 350,000 active; AID 504558; in the data active means inhibition above about 41%;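 further: 0% = neutral control wells and 100% = reference inhibitor control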
C8 TRAIL sens: sensitizes caspase-8 expressing cells to TRAIL; 1% of 360,000 active; inhibition (viability loss, TRAIL sensitization), % at 10 µM; NB7+C8 cells + TRAIL, ATPlite viability luminescence;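 active means compounds causing at least 50% loss of cell viability in the single-dose screen, relative to plate controls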
Vif imaging: HIV Vif inhibition; inhibition, % at 7.49 µM; 0.35% of 340,000 active; HEK293T cells, Vif self-association by quenched fluorescence, imaging, 24 h; AID 602346; in the data active means inhibition above about 50%, passing the limit was not always enough; further: some results filed as inactive read as strong as hits
LRH-1 inv ag: inverse agonists of human LRH-1 (NR5A2); inhibition, % at 3.6 µM; HEK293T StAR-luciferase reporter, LRH-1 transfected, 24 h; 0.13% of 360,000 active; O00482;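 active means inhibition above the mean inhibition of all tested compounds plus 3 SD, cut at about 73% in these data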;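 further: 0% = DMSO wells and 100% = reporter-only cells lacking LRH-1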
COUP-TFII inh: inhibitors of human COUP-TFII (NR2F2); P24468; HEK293T NGFI-A luciferase reporter, luminescence; inhibition, % at 8.6 µM; 0.7% of 370,000 active; AID 686940;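 active means inhibition above a per-plate cutoff, mean inhibition of test wells between control levels plus 3 SD, cut at about 38% in these data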;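 further: cells cotransfected with COUP-TFII expression vector driving the NGFI-A reporter; 0% = median of COUP-TF2 test wells and 100% = reporter-only cells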
NCOA1 inh: inhibitors of human steroid receptor coactivator 1 (SRC1). Q15788. HEK293 GAL4-SRC1 luciferase reporter, luminescence. inhibition, % at 3.6 µM. 0.12% of 360,000 active. AID 588354;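 active means inhibition above the campaign mean plus 3 SD, with each screening campaign given its own cutoff, cut at about 60% in these data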;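 further: 0% = DMSO treated cells and 100% = gossypol at 36 µM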
* hit, by the source's call; x = not tested or not shown.

SMILES	TLR9-MyD88 block	TROY signal inh	NCOA3 inh	NCOA2 inhibitor	NOD2-RIPK2 inh	LMP1 NFkB inh	C8 TRAIL sens	Vif imaging	LRH-1 inv ag	COUP-TFII inh	NCOA1 inh
C[C@H](O)[C@H]1CC[C@H]2[C@@H]3CCC4=CC(=O)CC[C@]4(C)[C@H]3CC[C@]12C	3	7	10	18	-1	-3	-1	-8	4	6	6
CC(C)C[C@@H]1COc2cc(N3CCN(C)CC3)ccc2S(=O)(=O)N1	x	-13	x	-42	-3	x	18	x	-12	0	x
CCCCCCOc1ccc(CN2CCN(CCO)CC2)cc1	0	56*	-64	-27	6	10	17	x	-22	14	-13
c1ccc(CNCCc2c[nH]c3ccccc23)cc1	3	-11	3	-11	4	-103	-5	1	15	-15	13
COc1ccc2c(c1)[C@@]13CCC=C[C@H]1[C@@H](C2)NCC3	-1	7	-12	-5	-13	-2	1	61*	-16	1	2
COc1ccccc1N1CCN(Cc2ccccc2Cl)CC1	2	14	11	11	2	7	-3	1	8	-4	2
CCC(=NC1CCN(Cc2ccccc2)CC1)c1c(O)[nH]c(=O)[nH]c1=O	-8	-5	8	0	0	4	8	8	2	-5	-1
O=c1c2ccccc2nc(/C=C/c2ccc(O)cc2)n1-c1cccc(O)c1	-4	5	10	-12	8	-10	-6	-6	10	-5	-32
C[C@H]1CCC[C@H](O)CCCCCc2cc(O)cc(O)c2C(=O)O1	-2	10	23	5	-13	-7	3	17	-1	22	27
Cc1cccc(-n2c(O)c(C=NCCN3CCNCC3)c(=O)[nH]c2=S)c1	1	-4	8	4	-1	5	-2	0	10	-5	-19
COc1cc(CC2(CCc3ccncc3)C(=O)NC(=O)NC2=O)cc(OC)c1OC	-6	0	0	7	-8	-12	-2	-7	12	5	-8
O=S(=O)(c1ccc(Cl)cc1)N1Cc2ccccc2-n2nncc2C1	3	-6	-6	20	-1	3	8	x	-11	8	-16
COC(=O)CCCC(NC(=S)N1CC2C[C@@H](C1)Cn1c2cccc1=O)C(=O)OC (stereo partly drawn)	1	-10	7	-13	2	-11	3	x	6	-9	-1
COCCCNC(=O)c1c(NC(=O)c2ccco2)n(Cc2ccccc2)c2nc3ccccc3nc12	-2	x	3	2	4	4	-8	14	11	16	-25
CNc1cc(N2CCNCC2)ccc1[N+](=O)[O-]	-1	-15	13	-39	-3	0	-7	51*	3	-7	7
COc1cccc(C(=O)N2C[C@H]3C[C@@H](C2)c2cccc(=O)n2C3)c1	-8	10	23	-17	-6	10	2	7	-4	-9	2
CCN(CC)CCCN=C(C)c1c(O)n(-c2ccccc2)c(=O)[nH]c1=O	-1	-15	1	-4	0	8	-2	7	-10	-1	14
Nc1cc(Cl)cc(Cl)c1	3	6	15	-4	-6	-1	-2	10	9	1	-7
Brc1ccc(Oc2cc(Br)c(Br)cc2Br)c(Br)c1	4	-11	10	-3	-11	-11	-8	-8	33	12	12
COC(=O)C1=C(c2cc3ccccc3o2)C[C@@H]2CC[C@H]1N2C(=O)NCCCOC(C)C	-4	-4	-9	24	0	1	1	6	-77	6	-31
CN(C)c1nc(N(C)C)nc(N(C#N)CCCl)n1	-3	-3	3	-21	7	-4	6	7	10	-7	5
Cn1cccc1/C=C1\C(=O)NC(=O)N(CCC2=CCCCC2)C1=O	-6	13	0	-15	-1	-6	6	13	11	19	-6
CN1CCN(c2ncnc3ccc(Br)cc23)CC1	-7	29	43	13	9	18	-5	-13	16	30	51
C=CCN1C[C@@H](C)N(C(c2ccc(C(=O)N(CC)CC)cc2)c2cccc(OC)c2)C[C@@H]1C (stereo partly drawn)	0	-9	-5	-12	-3	9	-6	-2	-6	2	2
COc1cc(CN2CCCC(C(=O)c3sccc3C)C2)cc(OC)c1O (stereo not drawn)	8	8	1	2	1	3	-8	x	-3	6	2
CCN(CC)c1ccc(N=Cc2c(O)n(CCc3ccc(OC)c(OC)c3)c(=O)[nH]c2=O)cc1	-2	38	13	0	-22	29	31	-4	5	-1	-1
O=C(Cc1ccccc1)OCC(=O)N1CCN(S(=O)(=O)c2ccc(Cl)cc2)CC1	3	-4	10	-5	-8	-1	-10	4	5	-8	8
CC(=O)N1Cc2cnnn2-c2ccccc2C1(C#N)Cc1ccccc1 (stereo not drawn)	-2	-1	-3	5	-5	-7	-10	x	-29	-2	-16
COC(=O)C1=C(c2cc3ccccc3o2)C[C@@H]2CC[C@H]1N2C(=O)NCc1ccccc1	0	7	-2	22	0	-5	-4	-7	16	2	8
O=C(Nc1cccc(OC(=O)N2CCCCC2)c1)N1CCCCC1	0	1	3	4	2	8	-10	x	24	-10	-6
Oc1cc(O)cc(/C=C/c2ccc(O)cc2O)c1	-9	-63	-4	x	3	-1	38	0	0	x	-18
CCC1(CCC(C)C)C(=O)NC(=S)NC1=O	-10	-14	-7	-26	-2	1	-15	-3	5	1	-11
O=C(OC1CCN(CCCl)CC1)C(c1ccccc1)c1ccccc1	2	-14	6	-9	-11	51*	13	-3	-7	0	7
COC(=O)C1=C(c2ccc(C(C)=O)cc2)C[C@@H]2CC[C@H]1N2C(=O)N1CCC(C)CC1	-7	-20	-16	13	0	2	-4	-1	-2	-3	11
CC(C)=CCOc1c2occc2cc2ccc(=O)oc12	-3	11	-19	-4	-6	0	-10	-8	-2	-6	-7
c1ccc2sc(C3CCNCC3)nc2c1	-5	13	-23	1	-5	x	-17	-7	-5	-11	-6
COc1cc(/C=C2\C(=O)NC(=O)N(c3ccccc3)C2=O)c([N+](=O)[O-])cc1OC	-14	-18	-1	-7	-7	-10	-6	3	9	3	-5
CC(Cc1ccccc1)NCC(=O)Nc1cc(N(C)C)nc2ccccc12 (stereo not drawn)	x	3	16	-24	-2	30	1	-3	19	10	-5
c1ccc2sc(C3CCCNC3)nc2c1 (stereo not drawn)	-3	5	-45	-64	6	-12	-8	3	-35	-37	-62
CC(=O)c1c(C)n(Cc2ccccc2)c2ccc(O)cc12	-3	38	28	17	-5	3	-2	-12	1	9	17
COCCCNC(=O)c1c(NC(=O)c2ccccc2)n(Cc2ccccc2)c2nc3ccccc3nc12	1	14	-12	14	-8	0	3	-2	12	1	-4
CCCCOC(=O)c1ccccc1N	-6	1	10	4	-3	-4	0	-5	-26	-12	-8
C=CCn1c(=O)c(C=Nc2cccc([N+](=O)[O-])c2)c(O)n(CCCC)c1=O	2	-7	-19	-16	-5	-2	-2	-4	-10	18	0
CCc1c(C)nc(N)nc1N1N=C1SC	3	-5	1	-17	-5	-9	-9	30	11	2	-18
CCCNC(=O)N1[C@H]2CC[C@@H]1C(C(=O)OC)=C(c1cccc(OC)c1OC)C2	-2	-16	-12	6	-9	2	-9	2	-10	5	-5

The final six compounds of the part above are carried over, then new ones follow.
SMILES	TLR9-MyD88 block	TROY signal inh	NCOA3 inh	NCOA2 inhibitor	NOD2-RIPK2 inh	LMP1 NFkB inh	C8 TRAIL sens	Vif imaging	LRH-1 inv ag	COUP-TFII inh	NCOA1 inh
CC(=O)c1c(C)n(Cc2ccccc2)c2ccc(O)cc12	-3	38	28	17	-5	3	-2	-12	1	9	17
COCCCNC(=O)c1c(NC(=O)c2ccccc2)n(Cc2ccccc2)c2nc3ccccc3nc12	1	14	-12	14	-8	0	3	-2	12	1	-4
CCCCOC(=O)c1ccccc1N	-6	1	10	4	-3	-4	0	-5	-26	-12	-8
C=CCn1c(=O)c(C=Nc2cccc([N+](=O)[O-])c2)c(O)n(CCCC)c1=O	2	-7	-19	-16	-5	-2	-2	-4	-10	18	0
CCc1c(C)nc(N)nc1N1N=C1SC	3	-5	1	-17	-5	-9	-9	30	11	2	-18
CCCNC(=O)N1[C@H]2CC[C@@H]1C(C(=O)OC)=C(c1cccc(OC)c1OC)C2	-2	-16	-12	6	-9	2	-9	2	-10	5	-5
CN1CCc2cc3c(cc2C1)OCO3	9	-16	5	14	4	-1	-8	-26	-4	5	-14
CCC1(CCC(C)C)C(=O)NC(=O)N(c2ccccc2)C1=O (stereo not drawn)	x	-2	x	-25	-11	x	-12	x	-9	6	x
COc1cccc(CN2CC=C(c3ccc(F)cc3)CC2)c1	1	13	-9	10	-5	-7	-25	-2	7	16	5
COc1ccc(N2C(=O)/C(=C/c3cccs3)C(=O)NC2=S)cc1	-9	7	9	15	-9	-5	-19	-1	-12	-1	-9

3 structures out of the list, sorted by number of heavy atoms, lowest first.
SMILES	TLR9-MyD88 block	TROY signal inh	NCOA3 inh	NCOA2 inhibitor	NOD2-RIPK2 inh	LMP1 NFkB inh	C8 TRAIL sens	Vif imaging	LRH-1 inv ag	COUP-TFII inh	NCOA1 inh
CCc1c(C)nc(N)nc1N1N=C1SC	3	-5	1	-17	-5	-9	-9	30	11	2	-18
COc1cccc(CN2CC=C(c3ccc(F)cc3)CC2)c1	1	13	-9	10	-5	-7	-25	-2	7	16	5
COc1ccc(N2C(=O)/C(=C/c3cccs3)C(=O)NC2=S)cc1	-9	7	9	15	-9	-5	-19	-1	-12	-1	-9

Source: PubChem

Not all compounds are listed, so the mix of outcomes need not match the whole.
